# High-throughput results (PubChem)
# AmpC no deterg – blocks E. coli AmpC beta-lactamase in detergent-free assay | P00811 | AmpC nitrocefin hydrolysis, absorbance 480 nm, 0.0001% Triton | Potency, µM (series often up to 57.1 µM), for inactives: top-dose activity change, negative = inhibition, most hits filed as inhibitors | 330,000 compounds, 0.52% hits | AID 485341;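 note: potency is the fitted concentration of half-maximal effect; plate controls were no compound for no effect and no enzyme for full effect; nearly all actives have a fitted effect of over 20% in size; some results filed as inactive show a strong effect at the top dose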
# Target sequence (P00811 whole entry, looked up): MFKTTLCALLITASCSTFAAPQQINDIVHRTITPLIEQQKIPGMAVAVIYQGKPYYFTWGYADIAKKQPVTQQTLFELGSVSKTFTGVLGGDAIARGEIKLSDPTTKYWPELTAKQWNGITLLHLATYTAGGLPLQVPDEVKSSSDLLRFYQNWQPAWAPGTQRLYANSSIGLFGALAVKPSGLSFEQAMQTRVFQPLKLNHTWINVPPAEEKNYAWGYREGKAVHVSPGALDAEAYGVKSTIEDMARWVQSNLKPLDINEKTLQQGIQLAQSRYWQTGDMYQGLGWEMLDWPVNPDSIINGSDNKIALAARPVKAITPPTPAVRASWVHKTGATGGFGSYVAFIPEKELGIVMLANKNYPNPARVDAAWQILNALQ
#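 20 mM phosphate pH 7.0 + 0.01% (detergent screen) or 0.0001% Triton X-100; 5.3 nM AmpC reagent; cpd preinc 15 min RT; nitrocefin (800 uM stock) to start; A480 q20 s × 4 min; Activity was normalised to no-enzyme and no-compound control wells.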
# AmpC detergent – inhibitors of E. coli AmpC beta-lactamase with detergent. AID 485294. 370,000 compounds, 0.041% hits. P00811. Potency, µM (top dose mostly 114 µM), for inactives: top-dose activity change, negative = inhibition, actives largely listed as inhibitors. AmpC hydrolysis of nitrocefin, absorbance 480 nm, 0.01% Triton;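 note: potency is the fitted concentration of half-maximal effect; 0% = no-compound wells and -100% = no-enzyme wells; nearly all actives have a fitted effect of over 25% in size; some results filed as inactive show a strong effect at the top dose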
#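 20 mM phosphate pH 7.0 + 0.01% (detergent screen) or 0.0001% Triton X-100; 5.3 nM AmpC reagent; cpd preinc 15 min RT; nitrocefin (800 uM stock) to start; A480 q20 s × 4 min; Activity was normalised to no-enzyme and no-compound control wells.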
# AMA1-RON2 inh – AMA1-RON2 (P. falciparum) interaction inhibition; AID 720542; AlphaScreen AMA1-biotinylated RON2 peptide binding; 360,000 compounds, 0.2% hits; Potency, µM (series often up to 58.2 µM), without a hit: at the highest dose activity change, negative = inhibition, most hits filed as inhibitors;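 note: potency is the fitted concentration of half-maximal effect; 0% = vehicle wells and -100% = peptide control; nearly all actives have a fitted effect of over 45% in size; some results filed as inactive show a strong effect at the top dose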
#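 AMA1 (3D7) with his tag at 25 nM final met compounds first, then biotinylated RON2 peptide at 25 nM; detection used donor plus acceptor beads, 10 µg/mL apiece, read by AlphaScreen after 30 min at room temperature.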
# HCMV antiviral – blocks human cytomegalovirus replication | HFF cells, HCMV-luciferase reporter, 72 h; stronger effect = lower value | activity change, negative = inhibition, % at 57.5 µM | 410,000 compounds, 4.5% hits; in the data active = activity change below about -60%; inconclusive = no clear call, values can overlap the other calls; inactive = above about -39%
#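 Screen run at 2 compound doses on HFFs infected with reporter HCMV, MOI 1 PFU/cell. Luciferase activity from cell lysates at 72 h post infection gave inhibition relative to buffer-only and Salinomycin wells.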
# Sm TGR block – inhibitors of Schistosoma mansoni thioredoxin glutathione reductase. purified TGR, DTNB reduction, TNB absorbance 405 nm. Potency, µM (highest dose often 114 µM), without a hit: at the top dose activity change, negative = inhibition, actives largely listed as inhibitors. AID 485364. Q962Y6. 360,000 compounds, 3% hits; note: potency is the fitted concentration of half-maximal effect; nearly all actives have a fitted effect of over 60% in size
#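 Kinetic colorimetric format: TGR-catalysed, NADPH-driven DTNB reduction monitored via TNB absorbance. Enzyme dispensed at 20 nM; compound exposure 15 min at room temperature before reaction start.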
# FBPA Giardia inh – Giardia lamblia aldolase inhibition | purified Giardia FBPA | 290,000 compounds, 0.71% hits | AID 2451 | Potency, µM (titrated, usually from 59.6 µM), without a hit: at the highest dose activity, negative = inhibition, hits mostly inhibitors | A8B2U2; note: potency is the fitted concentration of half-maximal effect; nearly all actives have a fitted effect of over 55% in size
# Target sequence (A8B2U2 whole entry, looked up): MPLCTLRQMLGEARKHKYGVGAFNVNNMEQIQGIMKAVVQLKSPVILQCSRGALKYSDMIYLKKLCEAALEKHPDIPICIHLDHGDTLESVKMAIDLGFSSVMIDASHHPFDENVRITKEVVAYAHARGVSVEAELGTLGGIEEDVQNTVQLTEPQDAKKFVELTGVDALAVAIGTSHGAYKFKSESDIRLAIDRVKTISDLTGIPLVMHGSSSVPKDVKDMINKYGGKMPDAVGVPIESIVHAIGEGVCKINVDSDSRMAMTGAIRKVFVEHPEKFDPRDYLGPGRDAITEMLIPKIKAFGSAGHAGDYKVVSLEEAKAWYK
#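 40 nM FBPA preincubated 10 min at RT with compound (up to 57.5 uM final), then substrate plus GAPDH/TPI/NAD/arsenate coupling and diaphorase/resazurin added. Fluorescence read after 20 min at RT, 525/598 nm.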
# An asterisk follows results filed as active; ? = inconclusive; nt = no result given; [ ] = another dose, or the depositor's remark. Unless noted, calls come from the whole dose curve; as a rule, active = well fitted curve in the direction sought with a large enough effect; inconclusive = small, poorly fitted or top-dose-only effect, or another doubt; inactive = no such curve, though single readings can be large; an effect the other way counts as inactive or inconclusive. Unless noted, % is set by controls: 0 for no effect and ±100 for the full control effect.
# Values run as follows: AmpC no deterg	AmpC detergent	AMA1-RON2 inh	HCMV antiviral	Sm TGR block	FBPA Giardia inh
S=C(Nc1ccccc1Cl)N1CCCCCC1
  -14%	1%	33%[activator]	17	3%	1%
COCCN(C)C(=O)CC1C(=O)NCCN1CC(c1ccccc1)c1ccccc1 (stereo unspecified)
  56%	6%	9%	-27	26%	-15%
Cc1ccc(C)c(N(C(=O)CNC(=O)c2ccco2)C(C(=O)NC2CCCC2)c2ccncc2)c1 (stereo unspecified)
  -9%	?	5%	-9	-3%	-6%
CN1CCC(N(C)C(=O)c2ccccc2Nc2ccc(SC(F)F)cc2)CC1
  29%	-9%	-4%	-6	-3%	-1%
CCCCn1cnc2c(sc3nc4c(cc32)CSC(C)(C)C4)c1=O
  -23%	-6%	0%	35	0%	0%
c1ccc(CNc2nc3ccccc3n3cnnc23)cc1
  -23%	-2%	6%	-17	2%	3%
O=S(=O)(Nc1ccccc1Br)c1cccs1
  -18%	?	-11%	84	-1%	1%
Cc1ccsc1/C=N/Nc1ccc(C(=O)O)cc1
  -23%	4%	28%	-28	-13%	-7%
O=C(Cc1ccc(Br)cc1)c1ccc(O)cc1O
  -38%	-8%	4%	?	3%	11%
Cc1cc(OC(=O)c2ccc(S(=O)(=O)N(C)C)cc2)c([N+](=O)[O-])c(=O)[nH]1
  -23%	-16%	-2%	-16	-8%	-6%
CC1(c2ccccc2)NC(=O)N(CC(=O)Nc2ccc(N3CCOCC3)cc2)C1=O (stereo unspecified)
  -11%	nt	6%	-7	nt	nt
CCC(C)n1c(C)nc2c(c1=O)c1nc3ccccc3nc1n2-c1ccc2c(c1)OCCO2 (stereo unspecified)
  -6%	?	nt	nt	-17%	8%
CCOCCn1c(N(C)Cc2ccccc2)nc2c1c(=O)[nH]c(=O)n2C
  1%	-16%	6%	55	-10%	2%
CCOc1ccc(C2C(C(=O)Nc3ccccc3)=C(C)N=c3s/c(=C/c4cccc(OCC(=O)O)c4)c(=O)n32)cc1 (stereo unspecified)
  209%[activator]	11%	-11%	-17	8%	7%
COc1cccc(NC(=O)C(=O)NCCCn2ccnc2)c1
  -5%	-4%	-5%	-64*	0%[57.1 µM]	-1%
COc1ccc(C2CCCN2C(=S)Nc2cccc(Cl)c2C)cc1OC (stereo unspecified)
  41%	9%	3%	?	-18%	-7%
COC(=O)c1ccccc1C(=O)N1CCCC(CNC(=O)c2ccc(F)cc2)C1 (stereo unspecified)
  6%	8%	4%	15	-9%	19%
CC(=O)C1=C(C)OC(N)=C(C#N)C1c1ccncc1 (stereo unspecified)
  -9%	?	35%[activator]	-9	43%[activator]	?
Cc1cc(=O)[nH]c(SCCCOc2ccc(F)cc2)n1
  -10%	-5%	-1%	4	8%	-4%
CCN(CC)c1ccc(NC(=S)Nc2ccc(F)cc2)cc1
  -32%	9%	32µM*	47	-18%	?

# The listing continues:
# Values run as follows: AmpC no deterg	AmpC detergent	AMA1-RON2 inh	HCMV antiviral	Sm TGR block	FBPA Giardia inh
C=CCn1c(SCn2nnc3ccccc3c2=O)nnc1-c1ccc(F)cc1
  -1%	-14%	5%	-5	-23%	-1%
CN(CC(=O)NCc1ccncc1)S(=O)(=O)c1cc(Cl)ccc1Cl
  -5%	6%	-17%	20	3%	3%
CC1(C)Cc2nc3oc4c(N5CCOCC5)ncnc4c3cc2CO1
  -7%	3%	10%	-3	-16%	1%
COc1ccc(C2c3c(ccc4ccccc34)Oc3ncn4nc(CO/N=C/c5ccccc5)nc4c32)cc1 (stereo unspecified)
  -20%	1%	-8%	-20	-1%	2%
COC(=O)c1ccc(NCC(=O)N2CCCCCC2)cc1
  3%	-6%	nt	nt	-3%	-1%
COc1cccc(C(=O)C2CCCN(Cc3cccc4c3OCO4)C2)c1 (stereo unspecified)
  5%	3%	-15%	?	2%	-1%
CCOC(=O)C1CCN(C(=O)Cn2cccc2C(=O)c2ccccc2)CC1
  18%	-4%	11%	24	-2%	3%
CS(=O)(=O)N(CCc1ccccc1)CC(=O)N1CCN(Cc2ccc3c(c2)OCO3)CC1
  nt	1%	5%	?	-12%	26%
CN(C)NC(=O)c1ccc([N+](=O)[O-])s1
  -23%	-6%	-4%	-13	-17%	-3%
O=C(NCc1cccc(F)c1)c1cccc(OC2CCN(C(=O)C3CC3)CC2)c1
  108%[activator]	-4%	6%	?	-5%	nt
CCCn1cc(S(=O)(=O)c2ccccc2)c(=O)c2cc(CC)ccc21
  -11%	-1%	15%	?	1%	15%
O=C(Cn1ccc2cc(S(=O)(=O)N3CCCC3)ccc21)NCc1ccccc1
  -4%	0%	6%	-18	-3%	15%
CC(=O)Nc1ccc(OCc2nnc(-c3ccc(Cl)cc3)o2)cc1
  0%	-4%	14%	42	60%[activator]	5%
CC(=O)Oc1ccc(-c2cccc(C(=O)N3CCCCC3)c2)cc1
  16%	-4%	-4%	127	-4%	5%
COc1ccc(/C(C)=N/NC(=O)Cn2nc([N+](=O)[O-])cc2C)cc1
  -14%	?	18%	3	25%	6%
COc1ccc(-c2cccc(C(=O)Nc3cccc(C(=O)O)c3)c2)cc1
  -19%	?	7%[2.32 µM]	87	0%	24%
CC(C)CCN1CC(C(=O)NCCC2=CCCCC2)CC1=O (stereo unspecified)
  28%	?	1%	7	-27%	-8%
CCCCNC(=O)NS(=O)(=O)c1cnccc1Sc1ccc(Cl)cc1
  -43%	-1%	-1%	55	3%	15%
Cc1cccc(-c2cc(=O)c(C(=O)O)cn2-c2ccc(F)cc2F)c1
  -10%	2%	0%	-11	-2%	-2%
CCCOc1c(Cl)cc(C(=O)Nc2ccc3c(c2)OCO3)cc1OCC
  -37%	4%	?	-17	-13%	0%

# (next part)
# Values run as follows: AmpC no deterg	AmpC detergent	AMA1-RON2 inh	HCMV antiviral	Sm TGR block	FBPA Giardia inh
CCOc1ccc(NS(=O)(=O)c2ccc(C(=O)NC3CCC(O)CC3)cc2)cc1 (stereo unspecified)
  -10%	1%	-21%	3	0%	nt
C/C(=C\c1ccccc1)C(=O)NCCCn1ccnc1
  -9%	?	-1%	13	16%	4%
O=C(CNC(=O)c1ccccc1C(F)(F)F)N/N=C/c1cccs1
  -7%	3%	3%	0	10%	-5%
COC(=O)c1c(NC(C)=O)sc(C(=O)Nc2ccccc2C)c1C
  -13%	?	6%	62	nt	1%
COC(=O)CC1=C(C(=O)OC)C(c2cccc(OCC(N)=O)c2)C(C#N)=C(N)O1 (stereo unspecified)
  -3%	-8%	-1%	-101*	-1%	-18%
O=S(=O)(CCN1CCOCC1)c1ccccc1
  -12%	-14%	2%	-20	-7%	9%
CCNC(=O)N(C)C[C@H]1N[C@@](C)(C(=O)OC)[C@H]2C(=O)N(C)C(=O)[C@@H]12
  6%	nt	-5%	5	nt	nt
Cc1cc(NC(=O)c2c(Cl)cccc2Cl)no1
  3%	0%	-1%	10	nt	2%
CCCCn1cc([N+](=O)[O-])nc1C
  -16%	-5%	-1%	1	26%	2%
O=C1CCCN1c1ccc(S(=O)(=O)Oc2ccc(Cl)cc2)cc1[N+](=O)[O-]
  26%	10%	0%	-34	23%	-4%
CCOc1nc(-c2ccccc2)ccc1-c1noc(COC)n1
  122%[activator]	-5%	22%	101	-1%	8%
CCOC(=O)CCNC(=O)N1CCN(S(=O)(=O)c2ccc3c(ccn3C)c2)CC1
  nt	0%	nt	16	26%	nt
NS(=O)(=O)c1ccc(NC(=O)Nc2cccc(Cl)c2)cc1
  -27%	0%	-6%	?	-10%	-10%
O=C(CSCc1ccc(Cl)cc1)N/N=C/c1ccco1
  -33%	2%	-19%	-27	?	?
CCOC(=O)C1(Cc2ccc(Cl)cc2)CCN(C(=O)CCc2cnccn2)CC1
  180%[activator]	-7%	6%	-13	9%	0%
CCN(CC)S(=O)(=O)c1ccc(C)c(NC(=O)Cc2ccc(S(=O)(=O)N3CCOCC3)s2)c1
  -14%	5%	-10%	-16	-4%	nt
Clc1cccc(-c2nn3c(COc4ccccc4)nnc3s2)c1
  -25%	?	nt	nt	?	5%
Cc1nc(CC(=O)NNS(=O)(=O)c2ccc(F)c(Cl)c2)cs1
  -19%	-6%	0%	30	?	2%
Cn1c(=O)c2c(nc(N3CCOCC3)n2Cc2cccc(Br)c2)n(C)c1=O
  nt	20%	nt	2	2%	nt
CCOC(=O)c1cnc2c(ccc3ccccc32)c1Nc1ccc(OC)c(OC)c1
  nt	-5%	nt	2	3%	nt

# Continued:
# Values run as follows: AmpC no deterg	AmpC detergent	AMA1-RON2 inh	HCMV antiviral	Sm TGR block	FBPA Giardia inh
Nc1c(Cl)cc(S(N)(=O)=O)cc1S(N)(=O)=O
  -10%	-1%	-7%	-1	7%	0%
COc1ccc(/C=N/NC(=O)CN(C)C(=O)OCc2ccccc2)cc1OC
  5%	-2%	-6%	5	5%	5%
CCn1c2ccccc2c2cc(C3C(C#N)=C(C)NC(C)=C3C#N)ccc21
  -7%	-8%	5%	0	-3%	?
CC1(C)CC(=O)C2=C(C1)Nc1cc3c(cc1C2c1ccc2c(c1)OCO2)OCO3 (stereo unspecified)
  -19%	-8%	-19%	-25	-19%	-27%
Cc1ccc(NC(=O)C2CCC(=O)N2)cc1C (stereo unspecified)
  -9%	-11%	15%	29	-10%	5%
COc1ccc(-c2cnc(C)o2)cc1S(=O)(=O)Nc1c(C)cc(C)cc1C
  nt	1%	nt	-5	-12%	nt
S=c1sc2ccccc2n1CCc1ccncc1
  -11%	1%	-4%	?	-14%	nt
COC(=O)c1sc(NC(=O)c2ccc(C)o2)nc1C
  -20%	-1%	-4%	15	-3%	7%
CC(C)OCC(O)Cn1c(N2CCCC2)nc2c1c(=O)n(C)c(=O)n2C (stereo unspecified)
  -9%	3%	0%	-34	5%	2%
COc1ccc(/C=N/NS(C)(=O)=O)c(OC)c1
  -14%	-12%	-16%	-6	8%	1%
C[C@H](NS(=O)(=O)c1ccc2c(c1)OCCCO2)C(=O)N1CCN(Cc2ccc(C#N)cc2)CC1
  34%	0%	4%	-4	-4%	nt
CCOC(=O)N1CCN(Cc2nc3cc(NC(=O)CC)ccc3n2C)CC1
  -7%	-10%	-2%	14	-1%	-22%
Cc1nc2sc(C(N)=O)c(N)c2c2c1CCCC2
  -15%	6%	82%[activator]	?	-1%	-7%
O=C(C1CCC1)N1CCc2cc(S(=O)(=O)NCCCN3CCCCC3)ccc21
  -6%	?	-6%	-4	-2%	1%
ONC(=Nc1ccccc1)c1ccc(Cl)cc1
  -26%	-11%	0%	-7	0%	6%
COc1ccc(CCNC(=O)CCCn2nc(C)c3sc4ccccc4c3c2=O)cc1OC
  nt	23%	nt	-13	1%	nt

# Copied from the list:
# For HCMV antiviral, CCn1c2ccccc2c2cc(C3C(C#N)=C(C)NC(C)=C3C#N)ccc21 is listed with 0
# For AMA1-RON2 inh, Nc1c(Cl)cc(S(N)(=O)=O)cc1S(N)(=O)=O is listed with -7%
